# High-throughput results (PubChem BioAssay)
# C8 TRAIL sens = caspase-8 TRAIL sensitization. NB7+C8 cells + TRAIL, ATPlite viability luminescence. inhibition (viability loss, TRAIL sensitization), % at 10 µM. 360,000 tested, 1% active;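 active = compounds causing at least 50% loss of cell viability in the single-dose screen, relative to plate controls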
# LMP1 NFkB inh = Epstein-Barr LMP1 NF-kappaB reporter inhibition; AID 504558; inhibition, % at 12.5 µM; 350,000 tested, 0.69% active; LMP1-induced NF-kappaB luciferase reporter cells, luminescence; in the data active = inhibition above about 41%;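 note: 0% = neutral control wells and 100% = reference inhibitor control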
# CF NFkB block = cystic fibrosis NF-kB activation inhibition | KKLEB NF-kB-GFP reporter, PAF-induced, GFP fluorescence overnight | inhibition, % at 5 µM | 360,000 tested, 0.86% active | AID 588850;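 active = at least 50% inhibition at 5 µM, scaled per plate between neutral and stimulator controls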;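 note: PAF is a Pseudomonas aeruginosa culture filtrate used as stimulus; plate controls were PAF-stimulated DMSO wells for no effect and unstimulated DMSO wells for full effect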
# NR2E3 ag-1 = agonists of human nuclear receptor NR2E3. Q9Y5X4. GST-NR2E3/biotin-RetCOR TR-FRET, 1536-well. inhibition of corepressor binding, % at 4.78 µM. 320,000 tested, 0.12% active. AID 2300;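 active = percent inhibition above the cutoff of mean plus 3 SD of all tested compounds, set per screening campaign, cut at about 20% in these data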;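 note: 0% = DMSO wells and 100% = biotin wells as full block of FRET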
# Target sequence (Q9Y5X4 whole entry, looked up): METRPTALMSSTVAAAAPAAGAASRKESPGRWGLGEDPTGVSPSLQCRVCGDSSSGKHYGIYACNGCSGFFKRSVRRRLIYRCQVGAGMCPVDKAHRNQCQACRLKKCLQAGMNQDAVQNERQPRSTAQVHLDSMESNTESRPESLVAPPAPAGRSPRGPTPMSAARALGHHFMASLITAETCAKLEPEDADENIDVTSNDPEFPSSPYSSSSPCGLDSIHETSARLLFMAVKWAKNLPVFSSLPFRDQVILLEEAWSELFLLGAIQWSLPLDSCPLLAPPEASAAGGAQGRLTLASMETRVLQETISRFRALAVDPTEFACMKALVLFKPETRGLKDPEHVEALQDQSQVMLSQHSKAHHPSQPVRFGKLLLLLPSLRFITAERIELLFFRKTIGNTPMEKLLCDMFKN
#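 Test system: GST-NR2E3 and biotin-RetCOR proteins | Quantity: 1.35 nM GST-tagged NR2E3 final | Medium: Tris pH 7.5 | Also added: 7 nM biotin-RetCOR | Dosing: Compound at 4.8 µM, single dose | Timing: 5 h at 4 °C | Detection: Time-resolved FRET | Read-out basis: Percent inhibition | Benchmarks: Biotin wells as high control, 0.6% DMSO wells as low control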
# iPSC survival up = enhancers of human iPSC single-cell survival; hiPSC single-cell survival, ATPlite luminescence; 100% = ROCK inhibitor wells, 0% = DMSO; survival enhancement, % at 20 µM; 360,000 tested, 0.044% active; AID 602274; in the data active = survival enhancement above about 18%;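 note: cells exposed to compounds for 16 hours before the ATP read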
# MITF TRPM1 inh = MITF TRPM1 promoter inhibition in SK-MEL-5 cells | inhibition, % at 12.5 µM | 330,000 tested, 0.83% active | SK-MEL-5 TRPM1 promoter luciferase, 24 h;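 active = mean inhibition across replicates of 60% or more, whatever share of single replicates reaches that level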; note: values of inactives mirror those of a sister screen read the other way
# Shn3 inh set2 = reduces Shn3 3'UTR luciferase signal in osteoblasts; inhibition, % at 12.5 µM; AID 588674; Clone20 osteoblast Shn3 3'UTR firefly luciferase, 24 h; 360,000 tested, 0.52% active;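 active = mean inhibition of at least 75% with every replicate also reaching 75%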;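 note: 0% = median of neutral control wells and 100% = pilot-screen positive control compound; some compounds past the cut are filed as inactive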
# KKLEB tox = counter-screen for CF NF-kB inhibitors: cytotoxicity; KKLEB CF airway cells viability, ATPlite luminescence, overnight; stronger effect = lower value; cells stimulated with P. aeruginosa culture filtrate; activity change (cytotoxicity), % at 5 µM; 360,000 tested, 0.36% active; AID 602141;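 active = corrected activity change at or below -50% at 5 µM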
# HIF-2a inh = inhibitors of HIF-2a | 786-0 RCC cells HIF-2a reporter, luciferase luminescence, overnight | inhibition, % at 18.8 µM | 360,000 tested, 0.72% active | AID 624352;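 active = inhibition of the luminescence signal of 40% or more relative to plate controls, in a single-dose primary screen at 18.75 µM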
# NR2E3 ag-2 = human photoreceptor-specific nuclear receptor agonism; Q9Y5X4; CHO-S Gal4-NCOR/VP16-NR2E3 two-hybrid, luciferase; inhibition of corepressor binding, % at 3.98 µM; 360,000 tested, 0.35% active; AID 602229;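 active = inhibition above the mean of all tested compounds plus 3 SD, cut at about 70% in these data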;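 note: 0% = DMSO with NR2E3 transfected cells and 100% = cells lacking NR2E3 construct; higher means lower luciferase signal from less NR2E3 corepressor binding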
# Peg3 prom inh = Peg3 promoter activity inhibition; HeLa PEG-Prom luciferase reporter, luminescence, overnight; inhibition, % at 20 µM; 360,000 tested, 1.7% active; AID 588405;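 active = inhibition of at least 50% at 20 µM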
# * hit, by the source's call; · = no result given.
# Results follow in this order: C8 TRAIL sens | LMP1 NFkB inh | CF NFkB block | NR2E3 ag-1 | iPSC survival up | MITF TRPM1 inh | Shn3 inh set2 | KKLEB tox | HIF-2a inh | NR2E3 ag-2 | Peg3 prom inh
CCOC(=O)c1ccc(-c2c(-c3ccc4c(c3)OCO4)noc2C)cc1F
    15 | -1 | 18 | 1 | 2.5 | 7 | 14 | -6 | 3 | -6 | 18
O=C(C1=C(O)C(=O)N(CC2CCCO2)C1c1ccccc1Cl)c1ccco1 (centres undefined)
    -2 | -7 | 0 | 13 | -0.4 | 1 | -6 | 6 | 13 | -23 | -2
COc1cc(F)c(C(=O)NC(C)(C)CO)cc1OC
    5 | 36 | 8 | 0 | 0.1 | -11 | 3 | -2 | -7 | -4 | -26
CC(C)N(C)Cc1nnnn1CC(=O)N(C)Cc1ccc(F)cc1
    -14 | 3 | 4 | 0 | 0.5 | 8 | -8 | -4 | 17 | 5 | 7
COc1ccccc1N(CC(=O)N/N=C/c1ccc(SC)cc1)S(C)(=O)=O
    -12 | -8 | -6 | 3 | -0.8 | -5 | -1 | 3 | 16 | -8 | 6
COC(=O)C(Cc1cnc(Cl)s1)(C(=O)OC)c1ccc([N+](=O)[O-])cc1[N+](=O)[O-]
    0 | -5 | 12 | -1 | 2.9 | 13 | -3 | -4 | 15 | -14 | 0
Cc1ccc(S(=O)(=O)N2CCCC2)cc1C(=O)N1CCN(Cc2ccccc2)CC1
    26 | 1 | 0 | 6 | 0.1 | -2 | 3 | -11 | 8 | -7 | 20
Cc1ccccc1NC(=O)c1cc2ccccn2n1
    28 | 38 | -20 | 1 | -0.8 | -64 | -27 | 15 | -277 | -72 | -256
O=C(CN1C(=O)NC2(CCCCC2)C1=O)Nc1ccc(S(=O)(=O)N2CCOCC2)cc1
    -4 | -1 | -4 | 1 | 0.3 | 15 | -3 | -2 | 15 | 16 | 16
CN(C)c1nc(OCCOC(=O)Nc2ccc(Cl)cc2Cl)nc(N(C)C)n1
    -8 | 7 | -19 | 0 | 2.0 | -13 | 6 | 1 | -14 | -12 | 6
O=C(CCN1CCN(CCO)CC1)Nc1ccccc1
    -3 | -1 | 7 | 2 | -0.6 | 1 | 3 | 18 | 2 | 18 | 14
CCCCNC(=O)C1CC(c2ccccc2[N+](=O)[O-])=NO1 (centres undefined)
    -5 | -6 | -27 | -1 | -0.5 | -13 | -23 | 19 | -4 | -24 | -23
N#CC(=C=[N-])C1=C(C#N)C(c2ccccc2F)C([n+]2ccccc2)C(O)(C2CC2)N1 (centres undefined)
    1 | 2 | 8 | 29* | 3.9 | -5 | -8 | 8 | -10 | -14 | 21
O=C(NCc1ccc(Cl)cc1)C1CCN(C(=O)c2ccco2)CC1
    14 | 2 | 14 | 2 | 0.7 | 2 | -21 | 0 | 12 | -21 | 11
O=C(NCC(=O)N1CCN(S(=O)(=O)c2cccs2)CC1)c1ccc(Cl)cc1
    -5 | -6 | 4 | 3 | 0.5 | 5 | 20 | 12 | 24 | -4 | 10
Cn1c2ccccc2c2ncn(Cc3ccc(F)cc3)c(=O)c21
    -10 | 5 | -16 | 2 | -0.3 | -14 | 17 | -3 | -11 | 3 | 16
O=C1NC(c2ccccc2)=C(c2ccc3ccccc3n2)C(c2ccncc2)N1 (centres undefined)
    -4 | -1 | 6 | 4 | 0.2 | 9 | 21 | -2 | 25 | 2 | -1
CC(C)(Oc1ccc(Cl)cc1)C(=O)OCC(=O)NCCc1ccc(S(N)(=O)=O)cc1
    6 | -4 | 4 | · | -0.3 | -6 | -6 | -4 | 15 | -15 | -18
O=c1cc(-c2ccccc2)oc2cccc(O)c12
    2 | 0 | -11 | · | -0.7 | -21 | -33 | -6 | -208 | -28 | -230
COc1cnc(N(C)C)nc1Sc1cccc(Cl)c1
    -6 | 4 | 4 | 1 | 4.9 | -15 | 22 | 0 | 26 | -7 | -129
Cc1cc(NCc2ccccn2)n2c(nc3ccccc32)c1C#N
    -10 | -7 | -20 | · | -1.5 | 8 | 6 | -1 | 23 | -11 | 15
Nc1ccc2c(c1)OC1(CCCC1)O2
    -4 | 59* | 14 | 0 | 0.9 | 62* | 78 | 11 | 52* | 35 | 77*
Cc1nnc(SCC(=O)NC(C)(C)C)n1CCc1ccccc1
    -4 | -11 | -9 | -2 | 4.7 | -2 | -12 | 0 | -3 | -3 | -12
CC(=O)C1C(c2ccc(F)cc2)C2C(C)=NN=C2CC1(C)O (centres undefined)
    1 | 0 | 17 | 0 | -0.8 | 11 | -17 | -15 | 22 | -10 | 3
C=CCC(C#N)(c1ccc(OC)c(OC)c1)c1cnccn1 (centres undefined)
    -22 | 21 | -1 | 0 | 2.5 | 5 | 6 | 10 | 14 | 7 | 6
COc1ccc(NC(=O)CCN2CCN(S(=O)(=O)c3ccc(OC)cc3)CC2)cc1
    -49 | -2 | 17 | 2 | 3.9 | 6 | -11 | 0 | 13 | -6 | 11
Cc1cccc(C(C)C)c1NC(=O)CN1C(=O)NC(Cc2ccccc2)C1=O (centres undefined)
    6 | -19 | -7 | -4 | -0.3 | 3 | 17 | 10 | 2 | -24 | -2
CC1(C)CC(=O)C(C(O)c2ccc([N+](=O)[O-])cc2)C(C)(C)N1 (centres undefined)
    -6 | -5 | -23 | 1 | -0.2 | 9 | 13 | -6 | 15 | -18 | 1
Cc1ccc(OCC(=O)OC(C)CN2CCCCC2)cc1 (centres undefined)
    0 | -7 | -3 | -4 | -0.5 | 2 | 15 | -6 | 21 | -17 | 10
CCOC(=O)C1=C(C)N(CCCCCC(=O)O)C(=O)NC1c1cccc([N+](=O)[O-])c1 (centres undefined)
    6 | 2 | -6 | -2 | -2.4 | 4 | 13 | 6 | -5 | -14 | 7
CCc1ccc2[nH]cc(S(=O)(=O)c3ccc(C)c(C)c3)c(=O)c2c1
    -8 | 8 | 1 | 2 | -0.6 | 16 | 22 | 7 | 0 | -2 | 6
CCN(CC)S(=O)(=O)c1ccc(C(=O)Nc2nnc(COC)o2)cc1
    -15 | -8 | -28 | 4 | 0.4 | -11 | -5 | 1 | 22 | -16 | 8
O=C(CC1CCCCC1)NCCOc1ccccc1
    28 | -1 | 19 | -2 | 0.9 | -28 | -13 | -1 | -75 | -17 | -34
CNC(=O)C1CC(=O)N(c2ccc(OCC(=O)N3CCCC3)cc2)C1 (centres undefined)
    5 | 2 | -1 | 2 | 0.0 | 5 | 17 | 2 | 0 | 4 | -9
CCOc1ncccc1C(=O)Nc1cccc(-n2cnnn2)c1C
    -14 | -3 | -25 | · | -0.2 | 2 | -7 | 6 | 4 | 6 | -1
O=C(CCC(=O)c1ccc(Cl)cc1)NCc1ccccc1
    3 | 2 | -30 | 1 | -0.6 | 13 | 1 | 11 | -7 | -14 | 7
COc1ccc(NC(=O)CN2C(=O)COc3ccccc32)cc1OC
    -4 | -3 | -1 | -2 | -0.3 | 7 | -1 | 1 | 15 | 17 | 15
CCN(CC)c1ccc(NC(=S)NC(=O)Cc2ccccc2)cc1
    -6 | 0 | 7 | 4 | -1.0 | 2 | 8 | 1 | -7 | -15 | -8
N#Cc1cccnc1N1CCN(C(=O)c2ccco2)CC1
    -6 | 2 | 2 | 0 | -0.1 | -16 | -4 | -12 | -13 | -17 | -13
CN(CC1CCOCC1)C(=O)CC1C(=O)NCCN1Cc1ccc(Cl)c(F)c1 (centres undefined)
    27 | 11 | 1 | 3 | -0.8 | -7 | -1 | 2 | 6 | -2 | 4
COc1ccc(-c2nn3c(-c4ccccc4)nnc3s2)cc1
    17 | -25 | -40 | -1 | -0.3 | -4 | -3 | -1 | -107 | -30 | -25
CC(=O)Nc1cc(C(=O)OCC(=O)c2ccc(Cl)cc2Cl)ccc1C
    -6 | 5 | -13 | 4 | 6.0 | -11 | -2 | -4 | -18 | -13 | -9
O=C(NCCc1ccccc1)C(=O)c1c(-c2ccccc2)[nH]c2ccccc12
    18 | -13 | -5 | 1 | 0.5 | · | -1 | -16 | 18 | -19 | 22
Cc1ccnc(NS(=O)(=O)c2ccc(N3C(=O)c4c(Cl)c(Cl)c(Cl)c(Cl)c4C3=O)cc2)n1
    -2 | -1 | -4 | -3 | -1.2 | 5 | -21 | 2 | 16 | -8 | -6
O=C(NC(=S)N1CCOCC1)c1cc2ccccc2o1
    -14 | -2 | 1 | 6 | -0.1 | -24 | -12 | 9 | -44 | -19 | -29
c1ccc(-n2ncc3c(NCc4cccnc4)ncnc32)cc1
    5 | -22 | 10 | 3 | 0.1 | -45 | -12 | -4 | -164 | -67 | -201
O=S(=O)(Cc1ccccc1Cl)NCCc1ccccc1
    6 | 10 | 4 | -2 | 0.3 | -15 | 3 | -4 | 12 | 1 | 22
COCCCN(Cc1ccccn1)S(=O)(=O)Cc1ccccc1
    -20 | -6 | -1 | 2 | -0.4 | 7 | -15 | 2 | 20 | 3 | -1
Cc1ccc(/C=C2\SC(=O)N(CCC(=O)N3CCN(C)CC3)C2=O)cc1
    31 | -13 | -12 | 6 | -0.1 | -44 | -32 | -9 | -159 | -39 | -210
O=C(O)c1ccc(CSc2nnc(COc3ccccc3)o2)cc1
    0 | -3 | 3 | 0 | 0.2 | 5 | 14 | -1 | 15 | -2 | 1
COCCNC(=O)C1(C)CCN(Cc2noc(-c3c(C)noc3C)n2)C1 (centres undefined)
    -12 | · | -22 | · | -1.4 | · | -13 | 12 | -4 | 1 | -1
COc1ccc(C=C2CCC3C(=O)CCCC3(C)C2=O)cc1 (centres undefined)
    7 | -13 | 38 | · | 0.4 | · | -18 | -22 | -230 | -16 | -330

# Of the compounds above, 8 contain an aryl methoxy group:
# Results follow in this order: C8 TRAIL sens | LMP1 NFkB inh | CF NFkB block | NR2E3 ag-1 | iPSC survival up | MITF TRPM1 inh | Shn3 inh set2 | KKLEB tox | HIF-2a inh | NR2E3 ag-2 | Peg3 prom inh
COc1cc(F)c(C(=O)NC(C)(C)CO)cc1OC
    5 | 36 | 8 | 0 | 0.1 | -11 | 3 | -2 | -7 | -4 | -26
COc1ccccc1N(CC(=O)N/N=C/c1ccc(SC)cc1)S(C)(=O)=O
    -12 | -8 | -6 | 3 | -0.8 | -5 | -1 | 3 | 16 | -8 | 6
COc1cnc(N(C)C)nc1Sc1cccc(Cl)c1
    -6 | 4 | 4 | 1 | 4.9 | -15 | 22 | 0 | 26 | -7 | -129
C=CCC(C#N)(c1ccc(OC)c(OC)c1)c1cnccn1 (centres undefined)
    -22 | 21 | -1 | 0 | 2.5 | 5 | 6 | 10 | 14 | 7 | 6
COc1ccc(NC(=O)CCN2CCN(S(=O)(=O)c3ccc(OC)cc3)CC2)cc1
    -49 | -2 | 17 | 2 | 3.9 | 6 | -11 | 0 | 13 | -6 | 11
COc1ccc(NC(=O)CN2C(=O)COc3ccccc32)cc1OC
    -4 | -3 | -1 | -2 | -0.3 | 7 | -1 | 1 | 15 | 17 | 15
COc1ccc(-c2nn3c(-c4ccccc4)nnc3s2)cc1
    17 | -25 | -40 | -1 | -0.3 | -4 | -3 | -1 | -107 | -30 | -25
COc1ccc(C=C2CCC3C(=O)CCCC3(C)C2=O)cc1 (centres undefined)
    7 | -13 | 38 | · | 0.4 | · | -18 | -22 | -230 | -16 | -330

# An excerpt; rates above refer to the full screens.
